D1 ag: Allosteric Agonists of the Human D1 Dopamine Receptor: qHTS | HEK293 T-REx D1 cells, calcium flux, agonist mode | activation, % at 2 µM | actives 1% (n = 360,000) | AID 504660, 2011; further: 0% is about no effect
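Inducible HEK293 T-REx D1 cells, force-coupled to calcium signalling, were plated at 4000 cells/well with tetracycline and held overnight at 30 C. After no-wash calcium dye loading, compound-evoked calcium rise over 180 s flagged agonists.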
RXFP1 antagonist: qHTS Assay for Antagonists of the Relaxin Receptor RXFP1; AID 1259400, 2018; HEK293-RXFP1, relaxin-stimulated cAMP HTRF, 30 min; active compounds read low; activity change, negative = inhibition, % at 57.5 µM; actives 0.59% (n = 350,000);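 active means activity change of -60% or lower, but not beyond a set lower limit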; further: on the % scale 0 is the no-effect control and ±100 the full control effect
D1 antagonist: Antagonist of Human D 1 Dopamine Receptor: qHTS | D(1A) dopamine receptor (Homo sapiens), P21728 | HEK293 TREx D1 cells, calcium flux, dopamine EC80; active compounds read low | activity change, negative = inhibition, % at 10 µM | actives 3.2% (n = 360,000); in the data active means activity change below about -30%; further: on the % scale 0 is the no-effect control and ±100 the full control effect
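Antagonism measured as reduced calcium response to an EC80 dopamine addition following 180 s compound pre-read; cells were inducible HEK293 Trex D1 plated overnight at 30 C, read kinetically at 1 cycle/sec.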
TRHR PAM: qHTS for Small Molecule Agonists and Allosteric Enhancers of Human TRH Receptor: Primary Screen for Enhancers | actives 0.66% (n = 360,000) | enhancement, % at 2 µM | TRHR cells, fluo-8 calcium fluorescence, EC20 TRH enhancement | AID 493056, 2011; in the data active means enhancement above about 30%; further: 0% is about no effect
Target sequence (P34981 whole entry, looked up): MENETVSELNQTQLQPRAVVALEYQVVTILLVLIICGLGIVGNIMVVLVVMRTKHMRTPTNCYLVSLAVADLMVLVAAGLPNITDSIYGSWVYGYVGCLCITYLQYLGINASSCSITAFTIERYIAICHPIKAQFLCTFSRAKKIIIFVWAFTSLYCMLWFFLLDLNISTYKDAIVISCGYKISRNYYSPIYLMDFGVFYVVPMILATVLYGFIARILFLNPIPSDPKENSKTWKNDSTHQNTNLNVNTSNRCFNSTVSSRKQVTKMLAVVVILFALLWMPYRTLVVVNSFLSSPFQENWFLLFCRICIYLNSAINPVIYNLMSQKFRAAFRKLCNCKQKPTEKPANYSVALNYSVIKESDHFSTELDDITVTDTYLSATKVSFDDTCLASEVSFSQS
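Enhancer read-out: after compound pinning and an initial kinetic agonist-mode read, an EC20 of TRH (10 nM final) was injected and fluo-8 calcium signal (Ex 480/Em 530) followed at 1 s/cycle for 100 cycles in TRHR-expressing cells.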
D2 PAM: HTS Assay for Positive Allosteric Modulators of the Human D2 Dopamine Receptor: Primary Screen for Potentiators | D(2) dopamine receptor (Homo sapiens), P14416 | HEK293 T-REx D2, calcium flux, EC20 dopamine potentiation | potentiation, % at 10 µM | actives 0.34% (n = 340,000);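 active means potentiation over 3 SD above the plate norm, cut at about 30% in these data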; further: 0% is about no effect
Target sequence (P14416 whole entry, looked up): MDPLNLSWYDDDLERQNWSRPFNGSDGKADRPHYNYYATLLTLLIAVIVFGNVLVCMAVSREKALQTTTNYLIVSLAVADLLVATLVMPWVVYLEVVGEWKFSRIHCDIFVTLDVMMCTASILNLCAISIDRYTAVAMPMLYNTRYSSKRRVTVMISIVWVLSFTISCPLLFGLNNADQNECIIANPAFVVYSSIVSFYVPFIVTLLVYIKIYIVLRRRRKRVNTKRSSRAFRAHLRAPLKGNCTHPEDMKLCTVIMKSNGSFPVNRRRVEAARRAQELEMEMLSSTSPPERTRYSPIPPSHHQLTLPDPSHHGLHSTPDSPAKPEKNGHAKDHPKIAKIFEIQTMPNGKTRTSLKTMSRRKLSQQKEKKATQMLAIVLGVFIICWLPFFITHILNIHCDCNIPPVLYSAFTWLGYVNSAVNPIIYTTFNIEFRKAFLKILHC
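Using a no-wash calcium dye in inducible, force-coupled HEK293 Trex cells expressing D2, we tracked fluorescence each second for 180 s after compound, then for 180 s after EC20 dopamine to detect augmented signalling.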
D1 PAM: Potentiators of Human D1 Dopamine Receptor: qHTS; D(1A) dopamine receptor (Homo sapiens), P21728; HEK293 TREx D1 cells, calcium flux, dopamine EC20 potentiation; potentiation, % at 10 µM; actives 0.036% (n = 360,000); in the data active means potentiation above about 30%; further: 0% is about no effect
D2 ag: HTS Assay for Allosteric Agonists of the Human D2 Dopamine Receptor: Primary Screen for Agonists | D(2) dopamine receptor (Homo sapiens), P14416 | HEK293 T-REx D2 cells, calcium flux agonist mode | activation, % at 2 µM | actives 0.53% (n = 340,000) | AID 485358, 2010;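 active means activation over 3 SD above normal in the single-dose calcium agonist read, cut at about 30% in these data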; further: 0% is about no effect
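Agonism is scored from calcium flux in a force-coupled, inducible HEK293 cell line expressing D2, read kinetically for 180 s after compound addition against dopamine controls.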
TRHR agonist: qHTS for Small Molecule Agonists and Allosteric Enhancers of Human TRH Receptor: Primary Screen for Agonists; Thyrotropin-releasing hormone receptor (Homo sapiens), P34981; TRHR cells, calcium flux fluo-8, FDSS agonist mode; activation, % at 2 µM; actives 0.18% (n = 360,000); further: 0% is about no effect
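In this calcium-flux screen, cells bearing human TRHR are dye-loaded with fluo-8, baselined for 10 cycles, then exposed to library compounds; positive kinetic calcium responses during the agonist phase mark hits, with TRH as control.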
D2 antag: HTS Assay for Allosteric Antagonists of the Human D2 Dopamine Receptor: Primary Screen for Antagonists. HEK293 TREx D2 cells, calcium flux, dopamine EC80. inhibition, % at 10 µM. actives 2% (n = 340,000). AID 485344, 2010; in the data active means inhibition above about 30%; further: 0% is about no effect
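Cells plated overnight at 30 C with tetracycline; no-wash calcium dye, 30–90 min RT; 10 s baseline; compound pinned; 180 s read; EC80 dopamine added; another 180 s read.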
* hit, by the source's call; / = not tested or not shown. Unless noted, no stated cut-off is given here; in the data, active means activation above about 30%; inactive means the rest. Compounds as they come. Share with any hit: about 7.1%.

SMILES | D1 ag | RXFP1 antagonist | D1 antagonist | TRHR PAM | D2 PAM | D1 PAM | D2 ag | TRHR agonist | D2 antag
CC(C)c1cccc(OCCn2c(-c3ccc(Cl)cc3)nc3ccccc3c2=O)c1 | -1 | 1 | -9 | 7 | / | 1 | 2.4 | 0.1 | /
CCc1ccc(C2CC(c3cccc(OC)c3)n3nc(N)nc3N2)cc1 (configuration not stated) | 2 | -4 | 13 | 11 | 25 | 12 | 1.5 | 1.4 | -14
Cn1cnnc1SCC(C)(C)NS(=O)(=O)c1ccc(Cl)cc1 | 1 | -3 | -2 | 7 | 8 | -3 | 0.4 | 0.1 | -35
Cc1occc1C(=O)N/N=C/c1ccc(-c2ccccc2)cc1 | 3 | -12 | 3 | 7 | -11 | -7 | 0.2 | 0.6 | 10
COc1cccc(C(=O)N/N=C(\C)c2ccc(NC(=O)Cc3ccccc3)cc2)c1OC | 6 | 8 | -16 | 1 | 9 | -2 | -1.2 | 0.3 | 5
NS(=O)(=O)c1ccc(-c2ccc(/C=C3\NC(=S)NC3=O)o2)cc1 | 2 | / | -10 | 13 | 11 | -4 | -1.2 | 0.3 | -24
Cc1ccc(C(=O)NC(C#N)=C(Cl)Cl)cc1 | -1 | 1 | -24 | 3 | -2 | -7 | 1.1 | 0.2 | -15
O=C1CN(C(=O)CNCc2cccc(Cl)c2)c2ccccc2N1 | 1 | 7 | 3 | 9 | 9 | -2 | 0.4 | 0.4 | -12
CCn1c(NC(=O)c2ccco2)c(-c2ccccc2Cl)c(=O)c2ccccc21 | 1 | 8 | -9 | -6 | 1 | -2 | -1.5 | 0.3 | -17
CCCCNC(=O)NNC(=O)COc1cccc(C)c1C | -2 | -1 | 6 | 16 | 3 | -1 | -0.5 | -1.1 | 2
CCN(CC)C(=O)c1ccccc1NC(=O)c1ccccc1C | 3 | -2 | -8 | 21 | / | -1 | 0.4 | 0.5 | 10
O=C(Cn1c2ccccc2c(=O)c2cc([N+](=O)[O-])ccc21)Nc1ccccc1Cl | 2 | -1 | 9 | -2 | -2 | 2 | 0.4 | -0.6 | 3
N#Cc1c(N)oc(-c2ccco2)c1-c1ccco1 | 8 | -6 | -2 | 4 | 2 | 6 | -0.4 | 0.5 | 24
CCOc1ccc(NC(=O)CSc2nc3ccccc3c(=O)n2CCCC(=O)NCC2CCCO2)cc1 (configuration not stated) | 2 | 48 | -4 | 1 | 2 | 2 | 0.7 | -0.3 | 5
O=C(NCCC1=CCCCC1)C(=O)NCC(c1ccco1)N1CCN(c2ccc(F)cc2)CC1 (configuration not stated) | 0 | / | 5 | 4 | 5 | 1 | -0.8 | -0.1 | -6
O=C(c1ccco1)N1CCCC(c2nc3c(nnn3Cc3ccc(Cl)cc3Cl)c(=O)[nH]2)C1 (configuration not stated) | 0 | 2 | -14 | 18 | 13 | -2 | -0.4 | -1.1 | 17
Cc1ccc(C(=O)COC(=O)c2ccncc2)cc1[N+](=O)[O-] | 4 | -2 | 3 | 4 | -5 | -2 | 0.5 | -0.2 | 5
COc1ccc(C(=O)Nc2ccnn2C2CCN(Cc3ccccn3)CC2)cc1 | 2 | 2 | 0 | 3 | 1 | -4 | -0.1 | 0.1 | -7
CC(C)(C)OC(=O)N/N=C\c1ccc([N+](=O)[O-])s1 | 4 | 5 | -16 | -1 | 0 | -8 | 0.1 | 0.3 | 5
CCOC(=O)c1c(C)[nH]c(C)c1S(=O)(=O)N1CCC(C(=O)Nc2ccc(C)c(Cl)c2)CC1 | 8 | / | -25 | 2 | 1 | -6 | 0.2 | 0.8 | /
CC(NS(=O)(=O)c1ccccc1)C(c1cccs1)N1CCN(c2ccccc2)CC1 (configuration not stated) | 4 | -6 | 12 | 4 | 1 | -1 | / | 0.3 | /
Cc1cc2oc(C(=O)Nc3nc(-c4ccccc4)ns3)c(C)c2cc1Cl | 1 | -14 | -15 | -1 | -7 | 0 | 0.4 | 0.1 | /
CCOC(=O)/C=C/[C@H]1Cc2ccccc2CO1 | 0 | / | 53 | -8 | -2 | -2 | -0.4 | 0.4 | -8
O=c1cc(CSc2nnc(-c3ccco3)o2)c2ccccc2[nH]1 | 2 | 5 | 3 | 2 | 10 | -8 | 0.3 | -0.4 | -14
CC1(C(=O)NC2CCCCC2)Cc2ccccc2C(=O)N1Cc1ccc(Cl)cc1 (configuration not stated) | 5 | -4 | 0 | -8 | 13 | 0 | 4.1 | 2.1 | /
CCNC(=O)c1ccc(NS(=O)(=O)c2ccccc2)cc1 | 3 | 2 | -2 | 21 | / | -10 | 1.8 | 1.1 | 10
Cn1c(CNC(=O)Cc2ccc3c(c2)OCO3)nnc1SCc1ccccc1 | 0 | 0 | -3 | -1 | -2 | -2 | 2.3 | -0.2 | -1
N#Cc1c(Cl)cccc1Oc1ccc(S(=O)(=O)Nc2ccccc2)cc1 | 14 | -13 | -10 | -4 | 7 | -7 | -1.2 | -0.9 | -28

Single records (already shown). Screens in order: D1 ag, RXFP1 antagonist, D1 antagonist, TRHR PAM, D2 PAM, D1 PAM, D2 ag, TRHR agonist, D2 antag
`CCOC(=O)/C=C/[C@H]1Cc2ccccc2CO1` is listed as 0, /, 53, -8, -2, -2, -0.4, 0.4, -8
`CCCCNC(=O)NNC(=O)COc1cccc(C)c1C` is listed as -2, -1, 6, 16, 3, -1, -0.5, -1.1, 2

10 compounds from above, arranged by SMILES length, low to high.
SMILES | D1 ag | RXFP1 antagonist | D1 antagonist | TRHR PAM | D2 PAM | D1 PAM | D2 ag | TRHR agonist | D2 antag
CCOC(=O)/C=C/[C@H]1Cc2ccccc2CO1 | 0 | / | 53 | -8 | -2 | -2 | -0.4 | 0.4 | -8
CCN(CC)C(=O)c1ccccc1NC(=O)c1ccccc1C | 3 | -2 | -8 | 21 | / | -1 | 0.4 | 0.5 | 10
Cc1occc1C(=O)N/N=C/c1ccc(-c2ccccc2)cc1 | 3 | -12 | 3 | 7 | -11 | -7 | 0.2 | 0.6 | 10
CC(C)(C)OC(=O)N/N=C\c1ccc([N+](=O)[O-])s1 | 4 | 5 | -16 | -1 | 0 | -8 | 0.1 | 0.3 | 5
CCc1ccc(C2CC(c3cccc(OC)c3)n3nc(N)nc3N2)cc1 (configuration not stated) | 2 | -4 | 13 | 11 | 25 | 12 | 1.5 | 1.4 | -14
Cn1c(CNC(=O)Cc2ccc3c(c2)OCO3)nnc1SCc1ccccc1 | 0 | 0 | -3 | -1 | -2 | -2 | 2.3 | -0.2 | -1
COc1ccc(C(=O)Nc2ccnn2C2CCN(Cc3ccccn3)CC2)cc1 | 2 | 2 | 0 | 3 | 1 | -4 | -0.1 | 0.1 | -7
CC1(C(=O)NC2CCCCC2)Cc2ccccc2C(=O)N1Cc1ccc(Cl)cc1 (configuration not stated) | 5 | -4 | 0 | -8 | 13 | 0 | 4.1 | 2.1 | /
O=C(NCCC1=CCCCC1)C(=O)NCC(c1ccco1)N1CCN(c2ccc(F)cc2)CC1 (configuration not stated) | 0 | / | 5 | 4 | 5 | 1 | -0.8 | -0.1 | -6
CCOC(=O)c1c(C)[nH]c(C)c1S(=O)(=O)N1CCC(C(=O)Nc2ccc(C)c(Cl)c2)CC1 | 8 | / | -25 | 2 | 1 | -6 | 0.2 | 0.8 | /
